GLS inh = blocks human kidney-isoform glutaminase activity; GLS enzymatic activity, qHTS titration; Potency, µM (series often up to 45.5 µM), for the others: at the highest dose activity change, negative = inhibition, most hits filed as inhibitors; actives 0.21% (n = 410,000); O94925; note: potency is the fitted concentration of half-maximal effect; % is set by controls: 0 for no effect and ±100 for the full control effect
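Enzyme dispensed in phosphate buffer (45 mM, pH 8.2, 0.02% Tween-20), compounds pinned in, then 1 mM L-glutamine solution and the glutamate oxidase–HRP–Amplex Red mix added; fluorescence read immediately and again after 30 min at room temperature.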
HP1b chromo inh = inhibitors of HP1-beta chromodomain binding to methylated histone tails; P83916; AlphaScreen HP1-beta / biotin-H3K9me3 peptide binding; Potency, µM (highest dose often 114 µM), for inactives: top-dose activity change, negative = inhibition, actives largely listed as inhibitors; actives 0.56% (n = 390,000); AID 540317; note: potency is the fitted concentration of half-maximal effect; nearly all actives have a fitted effect of over 70% in size; inactives centre near 23
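HP1-beta protein (50 nM final) preincubated 30 min at room temperature with biotinylated H3(1-18)K9me3 peptide (50 nM) in PBS pH 7.4, 0.01% Tween-20, then compound added for 30 min. AlphaScreen streptavidin donor/nickel chelate acceptor beads (10 ug/mL final), 30 min dark, luminescence read.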
Pol eta inh = blocks human DNA polymerase eta activity; Potency, µM (titrated, usually from 114 µM), for inactives: at the highest dose activity change, negative = inhibition, hits mostly inhibitors; recombinant Pol eta, fluorescent DNA replication assay; Q9Y253; actives 1.2% (n = 390,000); AID 588591; note: potency is the fitted concentration of half-maximal effect; % is set by controls: 0 for no effect and ±100 for the full control effect
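Pol eta (10 nM) was preincubated with compounds for 15 min at room temperature, after which fluorescent replication substrate (50 nM final) was added to start the reaction. Fluorescence was read kinetically at 0 and 10 min.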
BAZ2B inh = inhibitors of human BAZ2B bromodomain. actives 4.4% (n = 360,000). AID 504333. Q9UIF8. Potency, µM (highest dose often 114 µM), for inactives: at the top dose activity change, negative = inhibition, actives largely listed as inhibitors. AlphaScreen BAZ2B-H3K14Ac peptide displacement; note: potency is the fitted concentration of half-maximal effect; % is set by controls: 0 for no effect and ±100 for the full control effect; nearly all actives have a fitted effect of over 60% in size
Target sequence (Q9UIF8 whole entry, looked up): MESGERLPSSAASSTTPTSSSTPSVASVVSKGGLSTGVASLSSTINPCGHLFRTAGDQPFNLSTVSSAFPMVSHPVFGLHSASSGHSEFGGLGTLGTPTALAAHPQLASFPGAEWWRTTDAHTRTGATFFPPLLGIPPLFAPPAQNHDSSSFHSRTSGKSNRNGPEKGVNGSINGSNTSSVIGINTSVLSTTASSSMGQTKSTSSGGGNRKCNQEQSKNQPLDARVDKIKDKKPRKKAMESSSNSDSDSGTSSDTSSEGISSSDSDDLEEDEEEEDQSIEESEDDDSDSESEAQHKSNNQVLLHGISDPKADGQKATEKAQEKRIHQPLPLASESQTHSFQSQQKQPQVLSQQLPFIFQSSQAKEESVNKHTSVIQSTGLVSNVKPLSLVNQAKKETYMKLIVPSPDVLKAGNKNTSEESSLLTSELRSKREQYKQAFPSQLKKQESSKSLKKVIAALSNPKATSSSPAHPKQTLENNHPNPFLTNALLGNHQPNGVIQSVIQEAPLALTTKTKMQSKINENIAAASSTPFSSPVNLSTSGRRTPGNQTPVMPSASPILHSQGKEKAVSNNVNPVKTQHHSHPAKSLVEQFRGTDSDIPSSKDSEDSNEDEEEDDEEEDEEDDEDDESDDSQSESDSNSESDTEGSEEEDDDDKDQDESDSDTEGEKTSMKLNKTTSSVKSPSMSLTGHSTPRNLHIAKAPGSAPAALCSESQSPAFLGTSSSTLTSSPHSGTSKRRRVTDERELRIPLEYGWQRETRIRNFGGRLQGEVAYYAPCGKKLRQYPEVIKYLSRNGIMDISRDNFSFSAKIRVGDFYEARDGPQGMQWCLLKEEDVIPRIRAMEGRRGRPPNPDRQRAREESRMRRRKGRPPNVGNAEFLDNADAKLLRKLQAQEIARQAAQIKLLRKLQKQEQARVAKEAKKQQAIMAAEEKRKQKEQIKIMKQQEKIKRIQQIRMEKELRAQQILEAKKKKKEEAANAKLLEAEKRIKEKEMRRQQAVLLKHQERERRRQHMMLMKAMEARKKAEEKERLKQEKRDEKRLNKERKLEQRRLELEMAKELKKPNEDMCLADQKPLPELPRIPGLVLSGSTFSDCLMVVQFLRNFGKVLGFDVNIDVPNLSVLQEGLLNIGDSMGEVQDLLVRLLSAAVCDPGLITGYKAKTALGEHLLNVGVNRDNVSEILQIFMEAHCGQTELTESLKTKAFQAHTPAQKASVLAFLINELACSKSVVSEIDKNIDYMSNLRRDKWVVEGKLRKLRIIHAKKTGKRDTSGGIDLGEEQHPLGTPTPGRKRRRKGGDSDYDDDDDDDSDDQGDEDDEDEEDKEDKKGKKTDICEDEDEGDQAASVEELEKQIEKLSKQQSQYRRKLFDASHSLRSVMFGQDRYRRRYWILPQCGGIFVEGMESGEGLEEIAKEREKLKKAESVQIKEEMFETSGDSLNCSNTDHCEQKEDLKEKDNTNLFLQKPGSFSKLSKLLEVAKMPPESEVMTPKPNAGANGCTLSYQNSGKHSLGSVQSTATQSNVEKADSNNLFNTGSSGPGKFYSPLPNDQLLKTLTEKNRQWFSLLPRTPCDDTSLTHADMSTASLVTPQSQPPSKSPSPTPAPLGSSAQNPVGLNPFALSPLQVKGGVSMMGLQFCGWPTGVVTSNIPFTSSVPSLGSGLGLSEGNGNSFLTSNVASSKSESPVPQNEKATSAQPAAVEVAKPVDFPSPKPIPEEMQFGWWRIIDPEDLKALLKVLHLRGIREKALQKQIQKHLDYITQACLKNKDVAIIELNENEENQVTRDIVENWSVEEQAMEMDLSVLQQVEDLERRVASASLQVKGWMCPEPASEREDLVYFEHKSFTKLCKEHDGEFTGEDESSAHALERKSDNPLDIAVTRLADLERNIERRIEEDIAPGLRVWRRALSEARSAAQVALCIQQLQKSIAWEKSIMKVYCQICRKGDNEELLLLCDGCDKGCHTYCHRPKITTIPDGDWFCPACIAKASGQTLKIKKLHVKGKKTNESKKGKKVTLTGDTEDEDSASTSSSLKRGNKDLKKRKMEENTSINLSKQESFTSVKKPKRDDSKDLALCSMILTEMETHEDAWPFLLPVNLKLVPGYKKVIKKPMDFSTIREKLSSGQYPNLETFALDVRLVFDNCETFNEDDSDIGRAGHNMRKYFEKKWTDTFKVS
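AlphaScreen displacement of biotin-H3(5-23)K14Ac peptide (50 nM final) from BAZ2B (50 nM final) in PBS pH 7.4, 0.01% Tween-20; complex preformed 30 min RT, then compounds (top 110 uM) 30 min RT, beads 20 min dark.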
G9a inh = blocks human histone lysine methyltransferase G9a | actives 8.8% (n = 350,000) | Potency, µM (top dose mostly 102 µM), without a hit: top-dose activity, negative = inhibition, actives largely listed as inhibitors | Q96KQ7 | G9a H3K9 monomethylation, AlphaScreen, 2 h; note: potency is the fitted concentration of half-maximal effect; % is set by controls: 0 for no effect and ±100 for the full control effect; nearly all actives have a fitted effect of over 75% in size
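Using a bead-based AlphaScreen, monomethylated H3K9 product from 2 h room-temperature reactions (G9a 20 nM, peptide 500 nM, SAM 20 uM) was detected with 0.5 ug/mL rabbit anti-H3K9me1 antibody.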
JMJD2A Tudor inh = blocks the human JMJD2A Tudor domain; AlphaScreen JMJD2A-Tudor / H3K4me3 peptide binding; O75164; actives 4.4% (n = 390,000); Potency, µM (highest dose often 114 µM), inactives show at the highest dose activity change, negative = inhibition, usual class: inhibitors; note: potency is the fitted concentration of half-maximal effect; % is set by controls: 0 for no effect and ±100 for the full control effect; nearly all actives have a fitted effect of over 50% in size
Pin1 inh = human Pin1 inhibition; Q13526; actives 0.009% (n = 390,000); Potency, µM (doses to about 115 µM), for the others: at the top dose activity, negative = inhibition, most hits filed as inhibitors; Pin1 FP peptide displacement, HiFluor488, 10 min; active = well fitted inhibition curve with a large enough effect in the polarisation, with a control signal flat, not every such curve was filed as active; inconclusive = small, poorly fitted or top-dose-only effect, or effect the other way, or a change in a side signal; inactive = no such curve, though single readings can be large or run the other way; the % refers to the polarisation; note: potency is the fitted concentration of half-maximal effect; % is set by controls: 0 for no effect and ±100 for the full control effect
PGK inhibitor = blocks T. brucei phosphoglycerate kinase; PGK/GAPDH coupled, Kinase-Glo luminescence, 60 min; Potency, µM (series often up to 57.5 µM), without a hit: top-dose activity change, negative = inhibition, most hits filed as inhibitors; actives 0.043% (n = 380,000); note: potency is the fitted concentration of half-maximal effect; % is set by controls: 0 for no effect and ±100 for the full control effect; nearly all actives have a fitted effect of over 60% in size
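Recombinant glycosomal PGK reaction used 1,3-bisphosphoglycerate generated in-well by GAPDH (100nM final) in 100mM TEA pH 7.6, 5mM MgCl2, 0.01% Tween-20. After 60 minutes at room temperature, ATP was read by Kinase-Glo Plus luminescence end-point.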
PI4K2A inh = PI4K2A (human) kinase inhibition | Q9BTU6 | purified PI4K2A, ADP-Glo luminescence, 1 h; stronger effect = lower value | activity change, negative = inhibition, % at 76.9 µM | actives 0.13% (n = 420,000); in the data active = activity change below about -50%; inconclusive = mostly about -30% to -49%;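 note: -100% = wells without enzyme as full effect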
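In this quantitative HTS, ADP production by PI4K2A was quantified luminescently after 1 h at ambient temperature; 100 microM adenosine served as plate-quality control.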
The depositor's hits bear a star; [ ] = dose if it differs, or a comment. Unless noted, calls come from the whole dose curve; as a rule, active = well fitted curve in the direction sought with a large enough effect; inconclusive = small, poorly fitted or top-dose-only effect, or another doubt; inactive = no such curve, though single readings can be large; an effect the other way counts as inactive or inconclusive. Some of the compounds tested; rates above refer to the full screens.

For CC1=CCC2C(=O)N(C(C)c3ccccc3)C(=O)C2C1 (centres undefined) the results were GLS inh -7%, HP1b chromo inh 13%, Pol eta inh -8%, BAZ2B inh -3%, G9a inh 16%[12.7 µM], JMJD2A Tudor inh -8%, Pin1 inh -9%, PGK inhibitor -9% and PI4K2A inh 10.
Cc1c(NC(=O)[C@@H](NC(=O)c2ccc(Cl)c([N+](=O)[O-])c2)C(C)C)c(=O)n(-c2ccccc2)n1C was read as GLS inh -1%, HP1b chromo inh 5%, Pol eta inh -1%, JMJD2A Tudor inh -20%, Pin1 inh -3%, PGK inhibitor -9% and PI4K2A inh 4.
For O=C(OCc1nc2scc(-c3ccccc3)c2c(=O)[nH]1)c1cccc([N+](=O)[O-])c1 the results were GLS inh -12%, HP1b chromo inh inconclusive, Pol eta inh -19%, BAZ2B inh -2%, G9a inh 40µM*, JMJD2A Tudor inh inconclusive, Pin1 inh 4%, PGK inhibitor 9% and PI4K2A inh 1.
For Cn1c(=O)c2c(nc(CN3CCc4ccccc4C3)n2Cc2ccccc2)n(C)c1=O the results were GLS inh 6%, HP1b chromo inh 5%, Pol eta inh -3%, BAZ2B inh 0%, G9a inh inconclusive, JMJD2A Tudor inh -35%, Pin1 inh 20%, PGK inhibitor -8% and PI4K2A inh 0.
Screening O=C(COc1ccc(S(=O)(=O)N2CCOCC2)cc1)NC1CCCC1 returned GLS inh -1%, HP1b chromo inh 8%, Pol eta inh -6%, BAZ2B inh -5%, G9a inh 24%[59 µM], JMJD2A Tudor inh -25%, Pin1 inh 5%, PGK inhibitor 0% and PI4K2A inh 1.
`O=c1oc(-c2cc3ccccc3o2)nc2sc3c(c12)CCCC3` gave GLS inh inconclusive, HP1b chromo inh 31%, Pol eta inh -2%, BAZ2B inh 6%, G9a inh -6%, JMJD2A Tudor inh -9%, Pin1 inh -1%, PGK inhibitor 3% and PI4K2A inh 0.
Screening Cn1c(=O)c2[nH]c(NN=Cc3ccccc3)nc2n(C)c1=O returned GLS inh 1%, HP1b chromo inh 6%[57 µM], Pol eta inh -6%, JMJD2A Tudor inh -14%, Pin1 inh -9%, PGK inhibitor -3% and PI4K2A inh 3.
Cc1ccc(C)c(/C=C2\N=C(c3ccccc3F)OC2=O)c1 was read as GLS inh 14%, HP1b chromo inh 45%[activator], Pol eta inh -6%, BAZ2B inh 5%, G9a inh -10%, JMJD2A Tudor inh 0%, Pin1 inh -2%, PGK inhibitor -6% and PI4K2A inh -7.
`Cc1ccc2[nH]c(C(=O)O)c(-c3ccccc3)c2c1` gave GLS inh 20%, HP1b chromo inh -9%, Pol eta inh 2%, BAZ2B inh -4%, G9a inh 6%[12.7 µM], JMJD2A Tudor inh inconclusive, Pin1 inh 6%, PGK inhibitor 1% and PI4K2A inh 0.
Screening COc1ccc2c(c1)sc1ncc(C(=O)NCc3cccc(C)c3)c(=O)n12 returned GLS inh -3%, HP1b chromo inh 23%, Pol eta inh -4%, BAZ2B inh 8%, G9a inh -6%[59 µM], JMJD2A Tudor inh -3%, Pin1 inh -1%, PGK inhibitor 7% and PI4K2A inh 1.
CCOc1ccc2nc(SCC(=O)NC(=O)NCc3ccco3)sc2c1 was read as GLS inh 1%, HP1b chromo inh 28%, Pol eta inh -9%, BAZ2B inh -32%, G9a inh inconclusive, JMJD2A Tudor inh -12%, Pin1 inh 33%[activator], PGK inhibitor -2% and PI4K2A inh 2.
For C/C(=N/NC(=O)CNC(=O)c1cccs1)c1ccco1 the results were GLS inh 2%, HP1b chromo inh 19%, Pol eta inh -15%, BAZ2B inh 0%, JMJD2A Tudor inh -6%, Pin1 inh -4%, PGK inhibitor inactive and PI4K2A inh 1.

Already shown: an excerpt of the list.
Screening COc1ccc2c(c1)sc1ncc(C(=O)NCc3cccc(C)c3)c(=O)n12 returned GLS inh -3%, HP1b chromo inh 23%, Pol eta inh -4%, BAZ2B inh 8%, G9a inh -6%[59 µM], JMJD2A Tudor inh -3%, Pin1 inh -1%, PGK inhibitor 7% and PI4K2A inh 1.
CCOc1ccc2nc(SCC(=O)NC(=O)NCc3ccco3)sc2c1 was read as GLS inh 1%, HP1b chromo inh 28%, Pol eta inh -9%, BAZ2B inh -32%, G9a inh inconclusive, JMJD2A Tudor inh -12%, Pin1 inh 33%[activator], PGK inhibitor -2% and PI4K2A inh 2.
For C/C(=N/NC(=O)CNC(=O)c1cccs1)c1ccco1 the results were GLS inh 2%, HP1b chromo inh 19%, Pol eta inh -15%, BAZ2B inh 0%, JMJD2A Tudor inh -6%, Pin1 inh -4%, PGK inhibitor inactive and PI4K2A inh 1.

New compounds follow
`CC1CC(C)CN(C(=O)c2cc3ccccc3o2)C1` (centres undefined) gave GLS inh 2%, HP1b chromo inh 34%, Pol eta inh -14%, BAZ2B inh 5%, G9a inh 8%, JMJD2A Tudor inh -6%, Pin1 inh 16%, PGK inhibitor 1% and PI4K2A inh 1.
CCOC(=O)C1=C(COC(=O)CCC(=O)c2ccc(C)cc2)NC(=O)NC1C (centres undefined) was read as GLS inh -7%, HP1b chromo inh 32%[activator], Pol eta inh 2%, BAZ2B inh 4%, G9a inh 19%[12.7 µM], JMJD2A Tudor inh -7%, Pin1 inh 0%, PGK inhibitor -2% and PI4K2A inh -3.
`COc1ccc(C2c3cc(OC)c(OC)cc3CC3C(=O)OCC32)cc1OC` (centres undefined) gave GLS inh 4%, HP1b chromo inh -1%, Pol eta inh -5%, JMJD2A Tudor inh -18%, Pin1 inh -13%, PGK inhibitor -7% and PI4K2A inh -3.
CN(CC(=O)Nc1c(Cl)cccc1Cl)CC(=O)N(C)C1(C#N)CCCCC1 was read as GLS inh 0%, HP1b chromo inh 34%, Pol eta inh -20%, JMJD2A Tudor inh -23%, Pin1 inh -1%, PGK inhibitor 5% and PI4K2A inh -3.
`Nc1ccc(-c2sc(N)nc2-c2ccccc2)cc1` gave GLS inh inconclusive, HP1b chromo inh 1%[57 µM], Pol eta inh -17%, BAZ2B inh 50µM*, G9a inh inconclusive, JMJD2A Tudor inh -36%, Pin1 inh 0%, PGK inhibitor -3% and PI4K2A inh 0.
C=C(c1ccccc1)c1ccccc1N was read as GLS inh 9%, HP1b chromo inh 57%[activator], Pol eta inh -15%, BAZ2B inh -3%, G9a inh 18%[2.33 µM], JMJD2A Tudor inh -24%, Pin1 inh -1%, PGK inhibitor -7% and PI4K2A inh 0.
Screening O=C(CSc1nc2ncc(Cl)cc2[nH]1)c1c[nH]c2ccccc12 returned GLS inh 1%, HP1b chromo inh 13%, Pol eta inh 5%, BAZ2B inh -4%, JMJD2A Tudor inh -13%, Pin1 inh inconclusive, PGK inhibitor -6% and PI4K2A inh -9.
For c1ccc(NCC2OCc3ccccc3CO2)cc1 the results were GLS inh 4%, HP1b chromo inh 49%[activator], Pol eta inh -9%, BAZ2B inh 9%, G9a inh -8%[59 µM], JMJD2A Tudor inh -6%, Pin1 inh -5%, PGK inhibitor -4% and PI4K2A inh 4.
Screening Cc1cc(=O)[nH]c(N2CCCC2)n1 returned GLS inh 5%, HP1b chromo inh 25%, Pol eta inh 4%, BAZ2B inh -33%, G9a inh 17%[59 µM], JMJD2A Tudor inh -7%, Pin1 inh 0%, PGK inhibitor -1% and PI4K2A inh 3.
`Cc1cc(C)cc(-n2cnc3cc(C(=O)NC4CCCCCC4)ccc32)c1` gave GLS inh -13%, HP1b chromo inh 8%, Pol eta inh -24%, BAZ2B inh -14%, G9a inh -27%[59 µM], JMJD2A Tudor inh -34%, Pin1 inh 0%, PGK inhibitor 6% and PI4K2A inh 0.
`Cc1cnc(C(=O)OCC(=O)N2CCc3ccccc3C2)cn1` gave GLS inh 3%, HP1b chromo inh 43%[activator], Pol eta inh 1%, BAZ2B inh 7%, G9a inh 22%[59 µM], JMJD2A Tudor inh -14%, Pin1 inh -3%, PGK inhibitor -1% and PI4K2A inh 3.
For Cc1nc(SCc2ccccc2)[nH]c(=O)c1CC(=O)OCC(C)C the results were GLS inh 1%, HP1b chromo inh 36%, Pol eta inh -15%, BAZ2B inh 3%, G9a inh -4%, JMJD2A Tudor inh 9%, Pin1 inh -1%, PGK inhibitor -3% and PI4K2A inh -1.
CC(=O)c1ccc(NC(=O)c2ccc(N3C(=O)c4cccnc4C3=O)cc2)cc1 was read as GLS inh -9%, HP1b chromo inh 7%, Pol eta inh -6%, BAZ2B inh -23%, G9a inh inconclusive, JMJD2A Tudor inh -32%, Pin1 inh 5%, PGK inhibitor -8% and PI4K2A inh 2.
COc1ccc(/C=C/C(=O)NC(=S)Nc2ccc(S(N)(=O)=O)cc2)cc1OC was read as GLS inh 0%, HP1b chromo inh 33%, Pol eta inh 2%, BAZ2B inh -5%, G9a inh -8%[0.501 µM], JMJD2A Tudor inh -11%, Pin1 inh 0%, PGK inhibitor -11% and PI4K2A inh -1.
For CS(=O)(=O)N(CC(=O)NCCSC1CCCCC1)c1ccccc1 the results were GLS inh 1%, HP1b chromo inh 36%, Pol eta inh -19%, BAZ2B inh -15%, G9a inh -2%, JMJD2A Tudor inh -4%, Pin1 inh -1%, PGK inhibitor inactive and PI4K2A inh -1.
For S=c1[nH]nc(COc2ccccc2)n1/N=C/c1cccnc1 the results were GLS inh 13%, HP1b chromo inh -9%, Pol eta inh -4%, BAZ2B inh -6%, G9a inh 1.8µM*, JMJD2A Tudor inh 10µM*, Pin1 inh -15%, PGK inhibitor -4% and PI4K2A inh -2.
